S1P2 agonist – activates the human S1P2 receptor; activation, % at 4.5 µM; actives 0.46% (n = 97,000); O95136; AID 729; S1P2-expressing cell line, agonist reporter read-out; in the data active = activation above about 16%;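 also: 0% = vehicle low control and 100% = maximal reference agonist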
Target sequence (O95136 whole entry, looked up): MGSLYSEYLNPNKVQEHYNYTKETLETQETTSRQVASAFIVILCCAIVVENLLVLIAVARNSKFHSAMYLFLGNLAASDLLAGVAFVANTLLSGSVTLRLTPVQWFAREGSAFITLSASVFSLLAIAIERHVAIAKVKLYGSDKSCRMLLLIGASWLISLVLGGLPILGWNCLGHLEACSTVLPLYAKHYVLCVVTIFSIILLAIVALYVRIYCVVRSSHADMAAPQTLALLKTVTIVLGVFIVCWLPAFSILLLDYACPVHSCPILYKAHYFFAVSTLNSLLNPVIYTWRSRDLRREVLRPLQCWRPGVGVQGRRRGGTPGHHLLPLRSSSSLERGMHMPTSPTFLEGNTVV
PostGolgi ctrl – growth of the yeast control strain, post-Golgi counter-screen | actives 5% (n = 98,000) | inhibition, % at 10 µM | efflux-deficient yeast background strain, growth absorbance A615, 16 h
H69AR inhibit – growth inhibitors of human H69AR lung tumor cells | H69AR lung tumor viability, ATP luminescence, 72 h; stronger effect = lower value | actives 6% (n = 85,000) | viability, % at 10 µM;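 active = viability at or below 40%; inactive = viability above 40%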;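 also: multidrug resistant small cell line overexpressing MRP-1 efflux transporter; 100% = mean luminescence of untreated control wells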
Ecoli WT expand – blocks growth of wild type E. coli BW25113; actives 0.15% (n = 98,000); AID 710; OD600 absorbance; growth inhibition, % at 100 µM;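 active = growth inhibition above about 50% at one test dose, limit read from the data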;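 also: growth measured after 20 h incubation at 37 °C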
hDAT+cocaine – human DAT dopamine uptake with cocaine, either direction; actives 1.3% (n = 110,000); AID 449768; Q01959; LLC-PK1 hDAT cells, [14C]-dopamine uptake with cocaine IC80; actives deviate in either direction; B-score at 10 µM;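 active = Z score or B-score, a plate-position-corrected score, falls beyond the plate's 99.7% confidence bounds, in either direction; inactive = both scores lie inside the 99.7% bounds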;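 also: scored against the spread of the other compound wells on the same plate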
Target sequence (Q01959 whole entry, looked up): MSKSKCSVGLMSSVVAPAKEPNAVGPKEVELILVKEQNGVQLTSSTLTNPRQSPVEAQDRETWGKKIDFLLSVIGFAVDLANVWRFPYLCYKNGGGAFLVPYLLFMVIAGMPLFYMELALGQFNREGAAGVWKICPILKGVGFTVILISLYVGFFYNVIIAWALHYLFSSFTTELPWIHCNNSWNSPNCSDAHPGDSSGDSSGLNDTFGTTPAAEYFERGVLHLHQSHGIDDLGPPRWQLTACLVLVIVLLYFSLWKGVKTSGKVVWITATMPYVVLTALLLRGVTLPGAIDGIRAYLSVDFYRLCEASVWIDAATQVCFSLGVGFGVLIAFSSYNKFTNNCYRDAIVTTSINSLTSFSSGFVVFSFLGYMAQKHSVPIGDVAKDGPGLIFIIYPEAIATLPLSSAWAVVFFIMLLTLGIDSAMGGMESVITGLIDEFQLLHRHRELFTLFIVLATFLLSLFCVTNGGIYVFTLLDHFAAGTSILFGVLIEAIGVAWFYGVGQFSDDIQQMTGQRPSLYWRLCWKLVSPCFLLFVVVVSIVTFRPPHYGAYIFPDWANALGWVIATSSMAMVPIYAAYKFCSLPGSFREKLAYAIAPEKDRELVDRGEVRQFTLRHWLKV
S1P2 antag – S1P2 (human) receptor antagonism | O95136 | cell-based S1P2 antagonist assay, inhibition at 5 uM | inhibition, % at 5 µM | actives 0.21% (n = 97,000) | AID 736; in the data active = inhibition above about 45%;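 also: CRE beta-lactamase reporter cells expressing human S1P2 stimulated with S1P; 0% = agonist at EC80 alone and 100% = agonist plus reference antagonist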
Lung fibro prol – blocks proliferation of human lung fibroblasts | LL 47 human lung fibroblast viability, ATP luminescence; stronger effect = lower value | viability, % at 10 µM | actives 1.1% (n = 85,000);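 active = viability at or below 50% in the single dose screen; inactive = viability above 50%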;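 also: compound exposure lasted 72 h before the ATP readout; 100% = median luminescence of untreated cell-only wells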
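Test system: LL 47 human lung fibroblasts; Quantity: 1,150 cells/well; Buffer or medium: IMEM plus 15% FBS; Dosing: tenfold compound dosing solution, DMSO at 0.1%; Timing: overnight cell rest, 72 h compound treatment at 37 °C; Detection: ATP-based CellTiter-Glo luminescent readout; Read-out basis: viability percentage against median untreated-cell control; Controls: cell-only wells, no compound.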
HUVEC prolif 384 – human endothelial cell proliferation inhibition. HUVEC proliferation, CellTiter-Glo luminescence, 72 h; stronger effect = lower value. viability, % at 10 µM (by protocol). actives 1.1% (n = 86,000). AID 648;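 active = viability at or below 30%; inactive = viability above 30%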;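 also: 100% = median luminescence of DMSO-only cell control wells on each plate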
PostGolgi yeast – growth inhibition of a yeast mutant, post-Golgi transport screen; post-Golgi transport phenotypic cell assay; inhibition, % at 10 µM; actives 0.9% (n = 98,000); AID 739;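 also: yeast cells grown in 1536-well plates; yeast grown about 18 h at 30C before absorbance read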
The depositor's hits bear a star; . = not tested or not shown. Rule as the data show it, unless noted: active = inhibition above about 30%; inactive = the rest. An unsorted share of the library; overall some 11% were active at least once.

SMILES | S1P2 agonist | PostGolgi ctrl | H69AR inhibit | Ecoli WT expand | hDAT+cocaine | S1P2 antag | Lung fibro prol | HUVEC prolif 384 | PostGolgi yeast
COc1ccc(OCC(=O)NC(=S)Nc2ccc(N3CCOCC3)c(Cl)c2)cc1 | -4 | 9 | . | 4 | 0.31 | -13 | . | . | -9
Cc1ccc(C(=O)C2CCNCC2)cc1 | -5 | 2 | . | 2 | 0.66 | 5 | . | . | -3
CC1(C)CC2CC(C)(CN2S(=O)(=O)c2ccc(N)cc2)C1 (configuration not stated) | -6 | 28 | 101 | 1 | -0.26 | 1 | 95 | 105 | 6
COc1ccc(C(=O)c2cnc3cc4c(cc3c2C)OCO4)cc1 | -6 | 11 | 105 | -3 | -0.03 | -2 | 86 | 88 | 1
O=C(C(NS(=O)(=O)c1cccc2nsnc12)c1ccccc1)N1CCN(c2ccccn2)CC1 (configuration not stated) | -1 | -1 | 78 | 4 | 0.61 | -6 | 100 | 103 | -2
CCn1c(C)cc(/C=C2\NC(=O)N(Cc3ccccc3)C2=O)c1C | -3 | 6 | . | -4 | 1 | 6 | . | . | 5
COC(=O)c1ccc(OCC(=O)c2ccccc2OC)cc1 | -2 | 8 | 95 | -3 | -0.051 | 6 | 98 | 96 | -9
COc1cc(NC(=O)C2CCCN(S(=O)(=O)c3ccc4c(c3)oc(=O)n4C)C2)cc(OC)c1 (configuration not stated) | -8 | 5 | 88 | 3 | 0.41 | 8 | 100 | 99 | 3
CCOc1cccc(-n2nnnc2-c2ccc(OC)cc2)c1 | -4 | 3 | 15* | 7 | -0.022 | -20 | 48* | 57 | 15
CC1=C(C(=O)OC(C)C)C(c2ccsc2)NC(=O)N1C (configuration not stated) | -1 | . | 101 | . | 0.53 | -4 | 98 | 93 | .
[N-]=[N+]=CC(=O)C(Cc1ccccc1)N1C(=O)c2ccccc2C1=O (configuration not stated) | 1 | 7 | 101 | -3 | -2 | 9 | 107 | 89 | -2
Nc1nc(CN2CCN(c3ccccc3F)CC2)nc(Nc2ccccc2)n1 | -1 | 1 | . | 11 | 0.17 | 4 | 96 | 90 | 0
O=C(Nc1ccc(Cl)cc1)OCCn1nnnc1C(c1ccccc1)N1CCOCC1 (configuration not stated) | -9 | -3 | . | 30 | 1.4 | -3 | . | . | 0
CC(C)CC(NC(=O)c1ccc(Cl)cc1)C(=O)OCC(=O)c1ccc2c(c1)NC(=O)CO2 (configuration not stated) | 5 | 32* | . | -3 | -1.4 | -25 | . | . | -14
O=C(CSc1nnc(CNc2ccccc2)o1)N1CCc2ccccc21 | -8 | 9 | 93 | -3 | -0.2 | -5 | 90 | 76 | 12
Cn1c(SC/C=C/c2ccccc2)nnc1-c1cccs1 | 1 | . | 96 | . | 1.3 | -18 | 102 | 105 | .
CC1=C(C(N)=O)C(c2cccs2)n2nc(-c3cccc(C)c3)nc2N1 (configuration not stated) | -3 | -4 | . | -2 | -0.042 | 12 | . | . | -1
CN1CCc2c(sc(/N=C/c3cccs3)c2C(N)=O)C1 | 0 | 8 | 96 | 0 | -0.65 | 1 | . | 87 | 9
COC(=O)C(Cc1ccccc1)NC(=O)CSc1nc(C)cc(=O)[nH]1 (configuration not stated) | -4 | 12 | 96 | -3 | -1.3 | 23 | 93 | 105 | 4
CCOC(=O)N1CCN(Cc2nc(N)nc(Nc3ccccc3C)n2)CC1 | -1 | 10 | 79 | -3 | 0.73 | -21 | 106 | 92 | 2
COc1ccc(C(CNC(=O)c2ccc(S(=O)(=O)N3CCOCC3)cc2)N2CCCCC2)cc1 (configuration not stated) | 3 | 5 | 88 | 1 | 0.6 | 7 | 99 | 98 | -1
COc1ccc(N2CCN(C(=O)CCc3ccc(S(=O)(=O)NC(C)C)cc3)CC2)cc1 | -6 | . | 86 | . | 0.45 | 12 | 92 | 94 | .
Cc1cc(C)nc(NN2C(=O)/C(=C/c3ccc(O)cc3)SC2=S)n1 | -5 | 3 | . | -19 | -0.34 | 8 | . | . | -1
O=C1CC(c2ccco2)CC2=C1C(c1ccccc1)n1nc(C(F)(F)F)nc1N2 (configuration not stated) | -4 | 17 | 61 | 0 | 0.18 | -10 | 100 | 90 | 9
COc1cccc(NS(=O)(=O)c2ccc3[nH]cc(C(=O)NC4CC4)c(=O)c3c2)c1 | -6 | -4 | 67 | -1 | 1 | -3 | 92 | 73 | 1
CCOC(=O)Cc1csc(N)n1 | 1 | -1 | 89 | 2 | 0.26 | -3 | 102 | 93 | -10
CCOn1c(-n2nc(C)cc2C)nc2ccccc2c1=O | -5 | 27 | 100 | 2 | -0.48 | -12 | 104 | 101 | 9
Cc1onc(-c2c(F)cccc2Cl)c1C(=O)N1CCN(S(C)(=O)=O)CC1 | -4 | -11 | 88 | -9 | -0.83 | 13 | 106 | 103 | -8
Cc1ccc(-c2c(C#N)c(N)n(-c3ccc(C)cc3)c(=O)c2C#N)cc1 | -9 | 5 | . | -4 | -0.046 | -18 | . | . | -6
O=c1[nH]c2c(s1)C(c1ccc(O)cc1)C1C3CCC(C3)C1S2 (configuration not stated) | -3 | 6 | 89 | 4 | -0.021 | 0 | 95 | 118 | -11

Three compounds already listed, ordered by the value under S1P2 antag, highest first:
| canonical_smiles | S1P2 antag |
| --- | --- |
| COc1ccc(N2CCN(C(=O)CCc3ccc(S(=O)(=O)NC(C)C)cc3)CC2)cc1 | 12 |
| Cc1cc(C)nc(NN2C(=O)/C(=C/c3ccc(O)cc3)SC2=S)n1 | 8 |
| COc1ccc(C(CNC(=O)c2ccc(S(=O)(=O)N3CCOCC3)cc2)N2CCCCC2)cc1 (configuration not stated) | 7 |

Next part
SMILES | S1P2 agonist | PostGolgi ctrl | H69AR inhibit | Ecoli WT expand | hDAT+cocaine | S1P2 antag | Lung fibro prol | HUVEC prolif 384 | PostGolgi yeast
Cc1ccc(-c2cc(C(=O)NCc3ccco3)c3ccccc3n2)o1 | -1 | 7 | 63 | 2 | 1.8 | 10 | 98 | 94 | 11
Cc1cc(C(=O)N2CCN(c3ncccn3)CC2)sc1-c1ccccc1 | -6 | . | 103 | . | 0.69 | -1 | . | 106 | .
CN(Cc1ccco1)C(=O)Cn1c(=O)oc2cc(S(=O)(=O)NCc3ccccc3)ccc21 | -5 | 4 | 94 | 2 | -0.063 | 15 | 100 | 112 | 17
CCCC1=[N+](CC(=O)c2ccccc2)CCn2c(C)ccc21 | -10 | 6 | . | -5 | 0.14 | 15 | . | . | -8
COc1cc(NS(=O)(=O)c2ccc(OC)c(C)c2C)c(OC)cc1Cl | 1 | 36* | 22* | -11 | -0.33 | -17 | 96 | 58 | -5
O=C(c1ccc(N2C(=O)CCC2=O)cc1)N1CCOCC1 | . | 12 | 95 | -3 | -0.81 | . | 101 | 112 | -2
O=C(NC1CCCCCCC1)c1ccc2c(c1)OCO2 | -4 | 10 | 95 | 4 | 0.19 | 3 | 96 | 95 | -3
CCCCN(CCCC)S(=O)(=O)c1ccc(NC(=O)CN2CCOCC2)cc1 | -3 | 14 | 88 | -2 | 0.5 | -23 | 101 | 89 | -9
Cc1cc(N2C(=O)c3ccc(C(=O)NCc4ccccc4)cc3C2=O)no1 | -9 | -2 | 99 | 7 | -0.49 | -12 | 96 | 102 | -4
Cn1c(=O)c2c(nc(SCCNS(=O)(=O)c3ccccc3)n2C)n(C)c1=O | -4 | -2 | 92 | 1 | 0.17 | -7 | 98 | 105 | -9
COc1ccc(N(C)C(=O)c2ccc3snnc3c2)cc1 | . | 5 | 95 | -2 | 0.63 | . | 101 | 89 | -2
Cc1nn(Cc2ccc(C(=O)N3c4ccc(F)cc4CCC3C)o2)c(C)c1Br (configuration not stated) | 0 | 29 | 47 | -5 | 3.3* | -1 | 89 | 88 | 3
O=C1N(CC(=O)N2CCc3ccccc32)CCN1Cc1ccc(Cl)cc1 | -9 | 5 | 87 | -2 | -0.12 | 18 | 92 | 96 | 18
CC(=O)N1CCN(C(=O)CCc2nc3sc4c(c3c(=O)[nH]2)CCCC4)CC1 | . | -2 | 91 | 4 | 0.32 | . | 95 | 98 | -3
COc1cc2c(cc1NC(=O)CSc1nnc(Cc3cccs3)n1Cc1ccco1)oc1ccccc12 | -6 | 33* | 37* | -4 | -0.017 | 13 | 92 | 78 | 1
Cc1c(Cl)cccc1NC(=O)CSCC(N)=O | -2 | 9 | 86 | 7 | -0.23 | 6 | 106 | 98 | 19
Cc1cc2ccccc2cc(C)c1=O | -3 | 19 | 100 | 6 | 0.32 | 3 | 97 | 101 | -5
CCCS(=O)(=O)c1c(S(=O)(=O)CCC)c2c(C)cccn2c1C(N)=O | -3 | . | 88 | . | 0.68 | -5 | 94 | 96 | .
O=C(NCc1ccc2c(c1)OCO2)c1cc(-c2ccc(Cl)cc2Cl)on1 | 1 | -7 | 83 | -5 | -0.053 | 8 | 98 | 59 | 21
CCOCCCNC(=O)c1ccc(N(C)S(=O)(=O)c2ccc(OC)cc2)cc1 | -7 | 8 | 100 | -2 | -0.11 | 22 | 111 | 107 | 17
CCOC(=O)C1=C(C)NC2=C(C(=O)CC(C)(C)C2)C1c1ccc(N(C)C)cc1 (configuration not stated) | -1 | -1 | . | 4 | 0.025 | 12 | . | . | 3
Cc1ccc(CN2CC34C=CC(O3)C(C(=O)NCc3ccc5c(c3)OCO5)C4C2=O)cc1 (configuration not stated) | -2 | 5 | 97 | 3 | -8.1* | 5 | 103 | 99 | -2
Cc1nn(CCC#N)c2nc(-c3ccccc3)cc(C(F)(F)F)c12 | 0 | 18 | 70 | -9 | -0.054 | -18 | 97 | 94 | 7
Cc1ccc(NC2=C(Cl)C(=O)OC2OC(=O)c2ccco2)c(C)c1 (configuration not stated) | 0 | . | 51 | . | -0.5 | -11 | 94 | 81 | .
CSc1nc2n(n1)C(c1ccccn1)C1=C(CC(C)(C)CC1=O)N2 (configuration not stated) | -3 | -2 | 54 | -11 | -1 | -6 | 98 | 103 | -6
Cc1cc(NC(=O)CSc2ncn(-c3ccccc3)n2)no1 | -2 | 33* | 88 | -2 | -0.58 | -24 | 94 | 85 | 8
Cc1ccc(S(=O)(=O)NC2OC(=O)C(Cl)=C2Cl)cc1 (configuration not stated) | . | 1 | 7.0* | 34 | -0.21 | . | 97 | 81 | -9
O=C(OCc1c(Cl)cccc1Cl)c1cccnc1Cl | -4 | 8 | . | 1 | 0.0025 | -2 | . | . | 16
Cn1c(=O)oc2cc(S(=O)(=O)N3CCC(C(=O)NCc4ccc(F)cc4)CC3)ccc21 | -2 | -7 | 101 | -7 | -1.2 | 9 | 101 | 97 | 4
Cc1nnc(-c2ccccc2)c(=O)n1/N=C/c1c(O)ccc2ccccc12 | -14 | -1 | . | 1 | -0.22 | 16 | . | . | 2
COc1ccc(/C=N/c2nc3ccccc3n2CCN2CCCCC2)cc1OC | -3 | -5 | 70 | 12 | 1.3 | -15 | 91 | 90 | -7
CCCc1[nH]nc2c1C(c1c(C)nn(-c3ccccc3)c1Cl)C(C#N)=C(N)O2 (configuration not stated) | . | 5 | . | 5 | 0.85 | . | . | . | 2
CC1Cc2ccccc2N1c1ncnc2c1nnn2Cc1ccccc1Cl (configuration not stated) | -5 | . | 107 | . | 1.4 | -14 | 93 | 98 | .
Cc1ccc(C2=NNC(C(O)C(O)C(O)C(C)O)S2)cc1 (configuration not stated) | -3 | 4 | . | 8 | -0.24 | -5 | . | . | -10
Cc1nnc(SCC(=O)NCc2ccco2)n1-c1ccc(F)cc1 | -4 | . | 91 | . | -0.041 | -15 | 98 | 105 | .

One compound at a time (already shown). Order of screens: S1P2 agonist	PostGolgi ctrl	H69AR inhibit	Ecoli WT expand	hDAT+cocaine	S1P2 antag	Lung fibro prol	HUVEC prolif 384	PostGolgi yeast
`COc1ccc(/C=N/c2nc3ccccc3n2CCN2CCCCC2)cc1OC` is entered as -3	-5	70	12	1.3	-15	91	90	-7
`CCCc1[nH]nc2c1C(c1c(C)nn(-c3ccccc3)c1Cl)C(C#N)=C(N)O2` (configuration not stated) is entered as .	5	.	5	0.85	.	.	.	2

Screens as filed in PubChem.
